Rv3671c protease: inhibitors of M. tuberculosis serine protease Rv3671c. 320,000 compounds, 0.048% hits. inhibition, % at 5.96 µM. P9WHR9; in the data active = inhibition above about 38%;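 note: extracellular domain of Rv3671c used as enzyme; 0% = enzyme with DMSO and 100% = no enzyme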
Target sequence (P9WHR9 whole entry, looked up, the tested form may be a part): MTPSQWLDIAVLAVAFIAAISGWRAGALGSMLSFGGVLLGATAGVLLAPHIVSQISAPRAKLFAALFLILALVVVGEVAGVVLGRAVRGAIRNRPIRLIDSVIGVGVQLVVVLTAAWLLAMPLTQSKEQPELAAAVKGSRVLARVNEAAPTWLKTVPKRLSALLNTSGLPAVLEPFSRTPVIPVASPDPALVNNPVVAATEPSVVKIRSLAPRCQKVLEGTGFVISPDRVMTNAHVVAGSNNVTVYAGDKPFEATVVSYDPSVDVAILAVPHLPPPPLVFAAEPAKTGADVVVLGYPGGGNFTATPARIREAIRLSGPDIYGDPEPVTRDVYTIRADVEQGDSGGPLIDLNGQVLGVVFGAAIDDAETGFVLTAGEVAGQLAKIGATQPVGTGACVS
DUSP3 inh: DUSP3 (human) phosphatase inhibition. AID 1654. recombinant VHR phosphatase, pNPP absorbance. 290,000 compounds, 0.52% hits. inhibition, % at 13.3 µM; in the data active = inhibition above about 50%; note: some compounds called inactive have numbers as strong as hits
GDH-TPI inh: counter-screen for M. tuberculosis FBA inhibitors: GDH-TPI coupled enzymes | 360,000 compounds, 1.2% hits | GDH-TPI coupled enzyme counterscreen, NADH absorbance | inhibition, % at 4.8 µM;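 note: 0% = DMSO wells and 100% = wells lacking the enzyme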
CCHF vOTU inh: blocks the CCHF virus ovarian tumor domain protease | CCHFV vOTU protease, Pep-AMC fluorescence | AID 651958 | inhibition, % at 11.5 µM | 370,000 compounds, 0.55% hits; note: 0% = vehicle wells with enzyme and 100% = no enzyme wells
FadD28 FP inh: inhibitors of Mycobacterium tuberculosis FadD28 bisubstrate binding. FadD28 bisubstrate probe binding, fluorescence polarization. inhibition, % at 12.5 µM. 360,000 compounds, 0.22% hits; in the data active = inhibition above about 8.5%, passing the limit was not always enough; inconclusive = no clear call, values can overlap the other calls
Mtb UGM inh: blocks M. tuberculosis UGM enzyme | purified UGM, fluorescence polarization probe displacement | AID 504406 | inhibition, % at 10 µM | 320,000 compounds, 0.06% hits; in the data active = inhibition above about 10%, passing the limit was not always enough; inconclusive = no clear call, values can overlap the other calls
Target sequence (P9WIQ1 whole entry, looked up): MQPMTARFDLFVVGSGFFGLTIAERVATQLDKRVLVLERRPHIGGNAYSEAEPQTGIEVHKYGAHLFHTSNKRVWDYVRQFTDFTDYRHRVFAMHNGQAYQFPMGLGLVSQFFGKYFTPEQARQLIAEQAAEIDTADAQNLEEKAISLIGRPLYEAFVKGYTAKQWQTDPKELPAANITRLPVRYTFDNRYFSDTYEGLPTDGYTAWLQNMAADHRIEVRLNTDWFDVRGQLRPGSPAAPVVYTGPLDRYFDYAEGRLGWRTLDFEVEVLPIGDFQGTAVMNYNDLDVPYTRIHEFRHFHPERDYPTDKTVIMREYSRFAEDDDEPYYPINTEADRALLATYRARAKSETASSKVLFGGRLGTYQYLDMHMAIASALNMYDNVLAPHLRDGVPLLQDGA
BoNT F protease: inhibitors of Botulinum neurotoxin F light chain protease; inhibition, % at 10 µM; Multiplex microsphere protease cleavage assay, flow cytometry; 360,000 compounds, 0.22% hits; AID 588497; in the data active = inhibition above about 35%, passing the limit was not always enough; inconclusive = no clear call, values can overlap the other calls; note: plate controls were buffer without enzyme for full effect and enzyme alone for no effect
FBA Mtb inh: inhibits M. tuberculosis FBA enzyme | P9WQA3 | purified M. tuberculosis FBA, fluorescence read-out | inhibition, % at 1 µM | 360,000 compounds, 2.3% hits; in the data active = inhibition above about 27%;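 note: 0% = vehicle and 100% = reference inhibitor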
MazEF act: MazEF (E. coli) toxin RNase activation; FAM/BHQ RNA-DNA oligo cleavage fluorescence, 5 h; AID 504720; activation, % at 20 µM; 350,000 compounds, 0.32% hits; P0AE70; in the data active = activation above about 50%
Target sequence (P0AE70 whole entry, looked up): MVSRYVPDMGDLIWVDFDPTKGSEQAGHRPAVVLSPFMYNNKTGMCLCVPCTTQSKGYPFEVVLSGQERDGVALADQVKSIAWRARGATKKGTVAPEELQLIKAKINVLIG
Mtb BioA inh: BioA (M. tuberculosis) enzyme inhibition; 360,000 compounds, 0.096% hits; purified M. tuberculosis BioA enzyme, plate reader; inhibition, % at 9.99 µM; in the data active = inhibition above about 40%; inconclusive = no clear call, values can overlap the other calls
Starred values were filed as active, the others as inactive; ? = inconclusive; nt = no result given. Cut-off read from the data, not from the text of the source, unless noted: active = inhibition above about 30%; inactive = the rest.

SMILES	Rv3671c protease	DUSP3 inh	GDH-TPI inh	CCHF vOTU inh	FadD28 FP inh	Mtb UGM inh	BoNT F protease	FBA Mtb inh	MazEF act	Mtb BioA inh
CNc1cncc(-c2ccccc2CO)n1	nt	nt	25	-88	-1.0	nt	0	73*	nt	-1.4
CNC(=O)c1c(Cl)cnn1-c1ccc(C)cc1	2	31	-3	-6	-3.7	-0.3	-1	-4	-2	nt
COc1ccc(C(c2sc3nc(C)nn3c2O)N2CCCCC2)cc1 (stereo not given)	8	25	5	-1	-0.4	-0.9	-2	-2	0	1.6
Cc1cc(=O)n(CC(=O)O)c2ccccc12	-1	8	-6	4	-1.9	0.3	-4	1	6	nt
NC(=S)N/N=C/c1ccccc1O	-2	5	15	0	-2.4	4.0	-15	5	-1	-1.3
CCn1c(P(C)(=O)O)nc2cc(NC(=O)c3ccccc3F)ccc21	2	34	9	-2	-0.2	-2.5	-1	3	2	nt
CCN(CC)C(=O)c1sc(NC(=O)c2ccoc2C)c(C(=O)OC)c1C	8	19	16	18	-1.5	4.7	8	-2	-10	-0.4
CC1(C)Cc2noc(N)c2C(C)(C)N1OC(=O)c1ccccc1	11	16	0	6	-0.9	0.5	-8	-4	2	0.4
CC(C)NCC(O)COCCOc1ccc(Cl)cc1 (stereo not given)	4	16	9	1	-0.1	3.6	-7	-2	1	1.1
O=C(CN1CCN(c2ccc(O)cc2)CC1)N1CCc2ccccc21	9	74	4	8	-2.4	0.1	1	-7	11	-1.0
CCCCNC(=O)CSc1nnc(Cc2ccccc2)n1CC	-3	22	0	-6	-0.7	0.1	1	3	13	nt
COc1cccc(C2CC(c3ccccc3OC)n3ncnc3N2)c1 (stereo not given)	2	-24	-5	15	-1.8	2.4	5	1	8	2.4
COc1cc2c(C(=O)N(C)c3ccc(F)cc3)cn(C)c(=O)c2cc1OC	3	16	6	-1	nt	0.9	0	1	-2	-0.1
CN(C(=O)COC(=O)c1ccc[nH]c1=O)C1CCCCC1	8	-4	3	4	nt	1.2	2	9	-1	nt
CCOC(=O)N1CCC(NC(=O)CCc2cn(C)c3ccccc23)CC1	5	34	7	1	0.0	-1.5	2	8	-1	-0.2
CCOn1c(=O)c(-c2cc(OC)ccc2OC)[n+]([O-])c2ccccc21	5	-3	-2	-1	-2.9	0.6	8	-5	4	-0.6
CC1(C)C(=O)C2(CCCC2)C(=O)OC1c1ccco1 (stereo not given)	-2	0	8	6	-0.1	1.3	2	2	3	1.2
CC(C)NC(=S)NCc1cccnc1	0	32	5	-4	-1.3	0.5	-1	2	8	-0.2
COc1ccc(OCCNC(=O)c2ccc3nc(C)c(N(C)Cc4ccc(NC(C)=O)cc4)n3c2)cc1	nt	nt	10	4	-2.0	nt	-2	6	nt	-1.4
O=C(Nc1nnc(S(=O)(=O)N2CCCCC2)s1)c1ccccc1Br	3	6	-1	3	-2.2	2.0	-3	-1	-2	0.7
Cc1ccccc1-n1c(C)cc(/C=C2/C(=O)NC(=O)N(Cc3ccco3)C2=O)c1C	-10	21	11	-6	0.3	0.7	-6	-6	-5	0.1
CNc1nc(C)c(C(C)(C)C)s1	-29	4	-1	-9	-3.3	0.6	1	3	6	-0.3
CC(C)(C)c1ccc(C(=O)OCC(=O)Nc2cccc(S(=O)(=O)NC3=NCCC3)c2)cc1	nt	nt	-5	8	-0.1	nt	18	-1	0	-1.0
O=C(c1ccc(-n2cccc2)cc1)N1CCN(Cc2ccccc2)CC1	-7	33	5	4	1.8	-0.6	-5	2	3	2.3
COc1cccc(OCC(O)CNC2CCCC2)c1 (stereo not given)	-5	-7	11	-15	0.0	0.6	nt	2	-6	-2.9

(further entries)
SMILES	Rv3671c protease	DUSP3 inh	GDH-TPI inh	CCHF vOTU inh	FadD28 FP inh	Mtb UGM inh	BoNT F protease	FBA Mtb inh	MazEF act	Mtb BioA inh
Cc1ccc(C(=O)NC(=S)Nc2cccc(NC(=O)c3ccccc3Cl)c2)cc1[N+](=O)[O-]	-36	-5	8	3	-0.5	0.8	2	-4	6	0.5
Cc1ccc2nc(SCC(=O)Nc3nonc3C)[nH]c2c1	-8	54*	-1	10	-0.4	1.5	-12	-2	-4	3.6
CCn1cc(C(=O)c2ccccc2)c2ccccc21	2	4	13	-6	-2.2	-2.1	4	-3	-2	nt
COc1ccc(NS(=O)(=O)c2cccc(C(=O)N/N=C/c3ccc4c(c3)OCCO4)c2)cc1	-169	3	6	7	-1.0	1.6	2	4	4	nt
CC12CN3CC(C)(CN(C1)C31CCOCC1)C2=O	3	-9	3	0	-2.8	-0.8	1	0	2	0.0
COc1ccc(CNC(=O)CCCn2c(=O)c3cccn3c3cccnc32)cc1	nt	nt	7	-2	-2.8	nt	4	-1	-1	-0.1
CCCCC(=O)Nc1ccccc1N1CCN(c2ccccc2)CC1	-2	40	-2	-7	-1.2	-1.8	-2	-2	5	nt
Cc1nn(C)cc1/C=N/O	2	-10	-5	-10	-2.8	-1.8	12	0	5	-0.3
Cc1nn(C)cc1/C=N/NC(=O)c1ccc2c(c1)OCO2	-4	18	16	11	-3.4	2.2	-27	2	-2	0.8
NC(=O)c1ncc(C(F)(F)F)cc1Oc1ccc(C(F)(F)F)cc1	8	24	3	7	-0.8	1.6	-10	0	15	nt
CN1CCCCc2c1nc1ccccc1c2N (tested in a mixture with another compound)	-3	11	9	-2	-0.2	-4.4	0	11	3	-11
CCOc1cc(CN2CCN(c3cccc(C(F)(F)F)c3)CC2)ccc1OC	-1	23	-2	18	-2.7	5.1	4	0	-6	-1.4
O=C(OCc1ccccc1Cl)c1cc([N+](=O)[O-])ccc1N1CCOCC1	5	5	12	4	-8.9	-0.5	-2	-2	-1	-0.6
CCOc1ccc(S(=O)(=O)NCc2ccc(Cl)cc2)c2cccnc12	3	9	1	-9	-6.0	-0.2	-5	26	-6	nt
CCCNC(=O)c1nc2ncc(Br)cn2n1	-9	0	6	4	-1.8	0.4	-49	-6	-2	1.3
O=C(COC(=O)CC12CC3CC(CC(C3)C1)C2)Nc1cccnc1Cl	0	15	-4	6	1.5	-2.0	1	-2	-6	nt
CCOP(=O)(OCC)c1nc(-c2cccc([N+](=O)[O-])c2)oc1N1CCCCC1	-6	1	8	-7	-2.1	3.4	-5	4	1	nt
Clc1ccc(C2=C3CCCCn4c(-c5ccccc5)c[n+](c43)C2)cc1	5	21	11	-40	-3.1	0.8	-69	11	16	3.6
Cc1nc2ccc(Cl)cn2c1P(=S)(N1CCOCC1)N1CCOCC1	8	33	-9	-10	-2.1	-2.9	3	0	17	-0.8
COc1ccc(NC(=S)Nc2ccc(S(N)(=O)=O)cc2)c(OC)c1	4	11	4	-9	-2.4	4.8	-9	0	6	nt
CN1CCN(c2ccccc2/C=N/NC(=O)c2cccnc2)CC1	3	13	3	-4	-2.8	2.1	2	-2	1	nt
Cc1ccc(C(=O)NC2CCN(CC(=O)NCc3cccs3)CC2)cc1	-2	7	10	9	0.2	-2.7	5	0	2	nt
O=C(Nc1ccc(S(=O)(=O)Nc2ncccn2)cc1)c1ccccc1	-4	4	0	2	0.1	1.7	6	0	3	-0.4
CC[C@]12c3[nH]c4ccccc4c3CCN1C(=O)C(CC(=O)NCCN1CCOCC1)C[C@@H]2C(=O)N1CCN(C(=O)C2CC2)CC1 (stereo not given in full)	1	nt	-4	-9	-0.3	-1.0	-21	-1	1	-0.2
O=C(O)c1ccccc1OCCOc1ccccc1C(=O)O	5	13	-3	8	0.0	1.4	4	3	10	-1.9

Quoted at random: two entries already listed, in no set order.
SMILES	Rv3671c protease	DUSP3 inh	GDH-TPI inh	CCHF vOTU inh	FadD28 FP inh	Mtb UGM inh	BoNT F protease	FBA Mtb inh	MazEF act	Mtb BioA inh
CCOc1ccc(S(=O)(=O)NCc2ccc(Cl)cc2)c2cccnc12	3	9	1	-9	-6.0	-0.2	-5	26	-6	nt
CN1CCCCc2c1nc1ccccc1c2N (tested in a mixture with another compound)	-3	11	9	-2	-0.2	-4.4	0	11	3	-11

The main list resumes; the five compounds before the break are reprinted first.
SMILES	Rv3671c protease	DUSP3 inh	GDH-TPI inh	CCHF vOTU inh	FadD28 FP inh	Mtb UGM inh	BoNT F protease	FBA Mtb inh	MazEF act	Mtb BioA inh
CN1CCN(c2ccccc2/C=N/NC(=O)c2cccnc2)CC1	3	13	3	-4	-2.8	2.1	2	-2	1	nt
Cc1ccc(C(=O)NC2CCN(CC(=O)NCc3cccs3)CC2)cc1	-2	7	10	9	0.2	-2.7	5	0	2	nt
O=C(Nc1ccc(S(=O)(=O)Nc2ncccn2)cc1)c1ccccc1	-4	4	0	2	0.1	1.7	6	0	3	-0.4
CC[C@]12c3[nH]c4ccccc4c3CCN1C(=O)C(CC(=O)NCCN1CCOCC1)C[C@@H]2C(=O)N1CCN(C(=O)C2CC2)CC1 (stereo not given in full)	1	nt	-4	-9	-0.3	-1.0	-21	-1	1	-0.2
O=C(O)c1ccccc1OCCOc1ccccc1C(=O)O	5	13	-3	8	0.0	1.4	4	3	10	-1.9
Cn1c(=O)c2c(nc(N3CCNCC3)n2Cc2cccc3ccccc23)n(C)c1=O	4	5	-2	nt	-1.8	2.4	?	3	4	1.8
COc1ccc(-c2noc(-c3ccc(C)cc3)n2)cc1	7	-8	7	3	0.3	-2.0	-3	2	-4	nt
Cc1ccc(NC(=O)CN(C)C(=O)c2ccc(Sc3nncn3C)c([N+](=O)[O-])c2)cc1	-1	nt	3	3	-1.0	-1.6	2	-2	7	1.2
COC(=O)Cc1cc(OC)c(OC)cc1S(=O)(=O)N(C)C	0	2	-5	5	-4.9	5.2	2	-1	7	nt
O=C(O)CCN1Cc2ccccc2C1=O	1	29	7	-10	-0.9	-5.6	-8	1	-1	nt
COc1ccc(NC(=O)CCN2CCN(S(=O)(=O)c3cc(Cl)ccc3OC)CC2)cc1	-4	-1	0	-8	-6.0	-0.7	-3	4	5	-0.5
O=C(C1CCN(S(=O)(=O)c2ccc(Cl)cc2)CC1)N1CCOCC1	5	-11	6	-3	0.0	0.7	nt	1	10	nt
Cc1ccc(CN2CCC(Oc3cccc(C(=O)NCc4cccnc4)c3)CC2)o1	-7	21	-9	-6	-3.3	0.9	-3	-2	11	0.1
COc1ccc(/C(C)=N/N2CCOCC2)c(O)c1	12	17	6	2	0.0	0.5	-3	16	9	-0.2
Cc1ccc(N2CC(C(=O)NC3CCCCCC3)CC2=O)cc1 (stereo not given)	nt	nt	-1	-2	-1.0	nt	-6	2	-1	-0.3
O=C(c1ccc(N2C(=O)CCC2=O)cc1)N1CCN(c2ccccc2)CC1	-4	10	11	3	-0.6	-2.0	-8	2	-5	-1.6
CSc1ncc(C(=O)Nc2cccc(Cl)c2C)c(C)n1	6	44	0	-15	-1.0	-1.0	-4	0	-3	-0.7
COc1cc(NC(=O)CNC(c2ccccc2)c2ccccc2)cc(OC)c1OC	-2	-5	-3	4	-3.4	1.0	8	0	-2	2.1
CNC(=O)NC(=O)C(C)OC(=O)CCCc1nc2ccccc2s1 (stereo not given)	7	0	0	-10	-1.5	0.2	0	1	-19	9.6
C/C(Cc1ccccc1)=N\NC(=O)CNC(=O)c1ccc(F)cc1	7	0	13	6	0.6	-1.5	2	1	-5	-1.2
C=CCn1c(-c2ccc3ncccc3c2)n[nH]c1=S	7	10	5	5	-0.9	-3.5	-14	1	-2	4.0
COc1ccc(C(=O)Nc2cccc(-c3csc(C)n3)c2)cc1S(=O)(=O)N1CCCC1	-33	nt	2	1	-1.6	-2.1	nt	1	0	0.2
COc1ccc(C(=O)NCCc2ccc(F)cc2)cc1OC	-2	-24	-2	18	-0.1	0.4	-6	-1	5	7.8
O=C(O)CC1CCS(=O)(=O)C1 (stereo not given)	-4	4	1	-8	-1.5	-2.7	5	-3	11	nt
Cc1noc(C)c1C(=O)N1CC(C)OC(C)C1 (stereo not given)	8	7	-3	-1	-5.4	-0.3	0	2	0	-2.3
COc1ccccc1CN(Cc1nc2ccccc2c(=O)[nH]1)C(=O)Nc1cccc(C)c1	-2	0	7	0	-1.2	1.2	-4	1	-2	1.3
O=C(NCc1ccc(Cl)cc1)c1ccccc1CCc1ccccc1	-13	0	6	-12	-1.5	4.4	-16	4	-3	-1.6

High-throughput results: PubChem BioAssay, several laboratories
